High-throughput results as filed in PubChem BioAssay.
pPAFAH inh: inhibitors of human plasma PAF acetylhydrolase (pPAFAH); Q13093; recombinant pPAFAH, FP-rhodamine probe fluorescence polarization; inhibition, % at 3.39 µM; hit rate 1.5% among 330,000;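 active = inhibition above the mean inhibition across the screen plus 3 SD, cut at about 25% in these data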;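 note: inhibitors block binding of the rhodamine activity-based probe so polarization drops; 0% = enzyme with DMSO and 100% = wells lacking pPAFAH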
ZTA counter: blocks Epstein-Barr virus ZTA, an EBNA-1 counter-screen | P03206 | AID 2234 | inhibition, % at 11 µM | ZTA-DNA binding, fluorescence polarization | hit rate 0.15% among 320,000; in the data active = inhibition above about 33%
Target sequence (P03206 whole entry, looked up): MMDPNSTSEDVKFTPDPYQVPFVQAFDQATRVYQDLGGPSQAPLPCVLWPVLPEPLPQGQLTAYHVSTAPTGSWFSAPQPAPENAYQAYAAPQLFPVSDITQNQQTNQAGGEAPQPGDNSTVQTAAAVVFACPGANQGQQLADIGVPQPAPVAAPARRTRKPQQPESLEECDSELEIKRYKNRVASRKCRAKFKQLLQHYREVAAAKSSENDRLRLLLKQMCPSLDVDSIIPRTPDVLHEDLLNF
PAFAH1B2 inh: PAFAH1B2 (human) inhibition; hit rate 1.2% among 340,000; P68402; recombinant PAFAH1B2, FP-rhodamine activity probe, fluorescence polarization; inhibition, % at 3.39 µM;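 active = inhibition above the mean of all tested compounds plus 3 SD, cut at about 24% in these data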;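 note: 0% = enzyme with DMSO and 100% = wells lacking PAFAH1B2; many of its hits are not listed in these tables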
LYPLA1 counter: blocks human lysophospholipase 1, a PME1 counter-screen; AID 2174; inhibition, % at 5.9 µM; O75608; recombinant LYPLA1, FP-Rh probe fluorescence polarization; hit rate 0.16% among 320,000;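 active = inhibition above the mean of all tested compounds plus 3 SD, set per campaign, cut at about 14% in these data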;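 note: inhibitors block serine hydrolase probe labeling of LYPLA1 so polarization falls; 0% = enzyme with DMSO and 100% = wells lacking LYPLA1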
PAFAH2 FP inh: PAFAH2 (human) inhibition; Q99487; recombinant PAFAH2, FP-rhodamine activity probe, fluorescence polarization; inhibition, % at 3.39 µM; hit rate 0.99% among 340,000; AID 492956;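 active = inhibition above the mean over all tested compounds plus 3 SD, cut at about 30% in these data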;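 note: inhibitors block probe labeling of enzyme so polarization drops; 0% = enzyme with DMSO and 100% = wells lacking PAFAH2 protein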
EBNA-1 inh: blocks EBNA-1 binding to DNA; EBNA-1 DNA binding, fluorescence polarization; inhibition, % at 14.8 µM; hit rate 0.34% among 300,000; in the data active = inhibition above about 28%
PREPL inh: inhibitors of human prolyl oligopeptidase-like enzyme PREPL; recombinant PREPL, fluorescence polarization activity-based probe; Q4J6C6; AID 2751; hit rate 0.68% among 320,000; inhibition, % at 5.96 µM; in the data active = inhibition above about 43%;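 note: 0% = enzyme with DMSO and 100% = wells lacking enzyme; many of its hits are not listed in these tables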
Target sequence (Q4J6C6 whole entry, looked up): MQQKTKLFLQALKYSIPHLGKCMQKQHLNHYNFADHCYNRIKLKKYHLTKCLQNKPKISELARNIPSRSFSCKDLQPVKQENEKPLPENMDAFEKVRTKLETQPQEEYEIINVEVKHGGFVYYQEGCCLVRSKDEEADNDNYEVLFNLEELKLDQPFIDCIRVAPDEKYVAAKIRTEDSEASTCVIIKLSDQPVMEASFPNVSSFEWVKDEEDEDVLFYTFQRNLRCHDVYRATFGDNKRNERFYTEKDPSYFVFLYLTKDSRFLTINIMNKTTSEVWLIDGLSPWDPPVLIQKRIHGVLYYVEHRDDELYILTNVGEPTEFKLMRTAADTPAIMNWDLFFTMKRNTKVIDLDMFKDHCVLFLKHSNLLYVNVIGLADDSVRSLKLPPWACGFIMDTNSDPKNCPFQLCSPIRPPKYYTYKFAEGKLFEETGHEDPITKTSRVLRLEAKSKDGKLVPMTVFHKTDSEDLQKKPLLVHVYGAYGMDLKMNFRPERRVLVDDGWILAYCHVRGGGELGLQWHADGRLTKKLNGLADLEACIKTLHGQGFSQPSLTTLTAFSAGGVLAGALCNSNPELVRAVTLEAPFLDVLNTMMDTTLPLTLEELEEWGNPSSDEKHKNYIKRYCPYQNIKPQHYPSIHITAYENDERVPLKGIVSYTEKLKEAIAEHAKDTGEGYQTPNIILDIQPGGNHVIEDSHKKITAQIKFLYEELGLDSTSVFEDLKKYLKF
LYPLA2 counter: LYPLA2 (human) inhibition in PME1 counter-screen. inhibition, % at 5.9 µM. O95372. recombinant LYPLA2, FP-Rh probe fluorescence polarization. hit rate 0.38% among 320,000;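 active = inhibition above the screen-wide mean plus 3 SD, limit set per campaign, cut at about 26% in these data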;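 note: 0% = LYPLA2 with DMSO and 100% = wells lacking LYPLA2 enzyme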
PAFAH1B3 inh: PAFAH1B3 (human) inhibition; Q15102; recombinant PAFAH1B3, FP-rhodamine probe, fluorescence polarization; inhibition, % at 3.39 µM; hit rate 0.28% among 340,000;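 active = inhibition above the screen-wide average of all tested compounds plus 3 SD, cut at about 25% in these data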;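 note: 0% = enzyme with DMSO only and 100% = wells lacking PAFAH1B3 protein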
* hit, by the source's call; . = no result given. An excerpt; the hit share may differ from the screen's.

SMILES	pPAFAH inh	ZTA counter	PAFAH1B2 inh	LYPLA1 counter	PAFAH2 FP inh	EBNA-1 inh	PREPL inh	LYPLA2 counter	PAFAH1B3 inh
CC(OC(=O)COc1cccc2c1OC(C)(C)C2)C(=O)Nc1ccc(S(N)(=O)=O)cc1 (stereo unspecified)	7.1	7.8	-1.0	0.7	0.2	-7.0	5.2	-1.2	9.0
CNc1ncc(Cc2ccccc2)s1	1.0	8.3	3.7	-1.9	-8.6	2.1	5.1	1.3	11.1
COc1ccc(OC)c(/C=N/NC(=O)c2nnn(-c3nonc3N)c2-c2cccs2)c1	4.4	6.4	1.3	-3.2	-4.2	-10.4	1.4	-0.8	0.6
COC(=O)[C@@]1(C)[C@H]2C(=O)N(Cc3ccccc3)C(=O)[C@H]2[C@H]2CN=C(SCC(=O)c3ccccc3)N21	0.6	.	2.4	.	2.9	.	.	.	6.8
Cc1cc(C=O)c(C)n1-c1ccc(N2CCCC2)c([N+](=O)[O-])c1	-1.8	4.9	3.5	4.0	-1.7	2.5	-2.9	2.1	11.3
CC1(C)C(=O)Nc2ccccc2N1C(=O)COC(=O)Cn1cnc2ccccc2c1=O	0.4	9.7	0.3	0.6	-2.7	10.1	-9.6	4.7	2.3
O=C(O)/C(=C\c1ccc(F)cc1)c1ccc(-c2ccccc2)cc1	0.4	2.0	1.9	-3.6	-2.5	-13.7	8.2	-3.2	6.8
CCOC(=O)Cc1csc(NC(=S)NC(=O)c2ccc(C)cc2)n1	0.5	-8.7	-6.6	-5.9	-6.8	-1.2	-2.3	-3.5	-2.0
Cc1c(C(=O)N(C)C2CCCCC2)sc2ncnc(N3CCN(c4ccccc4)CC3)c12	2.7	-15.9	-3.0	-2.0	3.8	3.0	15.3	14.2	5.2
CC(C)(C)c1ccc(C(=O)NC(=S)N2CCCC2)cc1	1.9	-9.5	2.7	-3.1	3.2	9.7	14.9	-0.1	4.5
CCCCNC(=O)CCNC(=O)c1ccc(C(C)(C)C)cc1	0.6	-0.3	13.9	-0.4	3.2	4.5	-0.3	-1.8	6.7
COCC(=O)Nc1cc(OC)ccc1OC	6.3	2.9	1.8	-2.6	-0.4	4.9	0.7	-6.4	-1.3
CCO/C=C1/C(=O)N(C(C)=O)c2ccccc21	2.1	6.8	7.2	-0.5	3.6	-3.4	-1.0	-0.2	9.3
O=C(O)Cn1nnnc1-c1ccc(F)cc1	2.4	0.0	9.1	1.0	6.3	1.4	12.5	3.7	3.0
O=C(NCCN1CCOCC1)c1ccc2ccccc2n1	1.8	-2.2	-1.9	-3.2	0.0	-7.6	7.6	1.5	2.2
CC(C)N1C(=O)c2ccc(C(=O)O)cc2C1=O	0.5	-7.1	5.3	0.1	6.3	7.3	11.4	5.5	0.5
COc1ccc(CC(=O)OCN2C(=O)c3ccccc3C2=O)cc1	2.5	-0.7	2.7	2.5	-4.6	-8.6	-10.4	6.4	-7.3
COc1ccc(NS(=O)(=O)c2ccc(N)cc2)nn1	5.5	10.2	.	0.7	.	1.4	-3.3	0.9	.
Clc1cccc(OCCN2CCNCC2)c1	4.3	2.2	1.8	3.0	5.5	6.8	4.9	2.9	-0.8
O=C(Cc1ccc(Cl)cc1)NCCc1cnc[nH]1	1.7	4.2	1.3	-0.5	-0.8	5.0	-10.5	-2.6	10.0
CN(C)S(=O)(=O)c1cc(C(=O)NCc2ccccc2)c(Cl)cc1Cl	4.0	2.7	1.1	3.3	-1.3	-11.7	1.7	-2.0	-1.3
O=C(NCCC1CCCCN1S(=O)(=O)c1cccs1)C(=O)Nc1ccc(F)cc1 (stereo unspecified)	-0.9	-5.0	0.2	-1.1	5.4	-18.7	-17.6	-1.9	3.0
COc1ccc(-n2c(Cc3cccn3C)nnc2SCC(=O)Nc2ccccc2OC)cc1	4.0	-16.4	-2.8	-1.4	-0.6	-7.2	14.0	1.4	6.7
COC(=O)C1CCN(Cc2ccc(C)cc2)CC1	-2.8	7.6	0.9	-0.6	-4.2	2.4	-3.2	0.1	0.5
CCc1cc(C(=O)OC)c(NC(=O)CC2SC(=NC)N(C)C2=O)s1 (stereo unspecified)	1.4	-12.2	6.5	-0.7	0.3	4.1	0.9	-4.6	3.0
(further entries)
SMILES	pPAFAH inh	ZTA counter	PAFAH1B2 inh	LYPLA1 counter	PAFAH2 FP inh	EBNA-1 inh	PREPL inh	LYPLA2 counter	PAFAH1B3 inh
[O-]/C(=C(\C(=S)NCc1ccccc1)[n+]1ccccc1)c1ccc(Cl)s1	3.8	-7.9	6.1	-0.9	3.2	-14.3	16.5	3.2	8.2
CC(C)(C)NC(=O)CSc1nc2cc(S(=O)(=O)N3CCCCC3)ccc2o1	2.9	.	6.7	.	11.1	.	8.3	.	11.6
CCOC(=O)CSc1nc2ccccc2c(=O)n1CC1CCC(C(=O)NCc2ccco2)CC1 (stereo unspecified)	-1.1	-14.6	0.9	-1.6	-9.4	7.8	-1.9	1.3	2.5
COCc1c(C#N)c(NCCc2ccccc2)nc(C)c1[N+](=O)[O-]	1.8	19.0	8.1	-3.0	-6.1	11.6	28.1	4.8	-0.1
COc1cccc2[nH]c(C(=O)NCC3CCCO3)cc12 (stereo unspecified)	5.4	1.8	5.1	0.1	-4.1	0.3	-5.8	-2.3	3.3
CC(C)Oc1ccc(S(=O)(=O)N2CCOCC2)cc1NC(=O)Cc1ccsc1	10.0	.	3.2	.	-4.7	.	19.5	.	2.8
COC(=O)c1cc(NC(=O)COC(=O)C2CCC2)cc(C(=O)OC)c1	6.3	-20.5	4.6	2.0	3.7	-5.4	-2.0	6.2	2.5
CC1Oc2ccccc2N(CC(=O)NCC2CCCO2)C1=O (stereo unspecified)	1.7	-3.9	3.5	-3.5	1.4	3.9	-3.7	-1.8	8.5
COc1ccc(OCc2nnc(SC3CCOC3=O)n2-c2ccccc2)cc1 (stereo unspecified)	2.7	-5.3	2.2	1.8	9.5	12.6	3.8	2.4	6.4
O=C(O)CCN1Cc2ccccc2C1=O	3.7	8.0	6.9	-0.5	8.8	4.4	-5.7	3.2	2.5
CC1CCCCC1NC(=O)Cn1cnc2ccccc2c1=O (stereo unspecified)	-0.1	2.3	-1.4	2.1	3.4	-1.6	-13.4	5.9	-4.5
COc1ccc(N2C(=NC(=O)CC3CCCCC3)SC3CS(=O)(=O)CC32)cc1 (stereo unspecified)	1.8	-16.1	6.8	0.3	3.8	5.6	11.5	2.2	9.6
CSc1nc(-c2ccccc2)nc(N2CCCC2)c1C(C)=O	-0.1	5.9	4.1	-5.3	9.6	1.4	-1.8	-1.9	-1.1
O=C(O)/C=C/C(=O)Nc1cccc2cccnc12	9.1	9.2	1.0	-2.9	-7.9	-0.6	16.9	-2.8	8.1
COc1ccc(OCCN2C(=O)c3ccccc3C2=O)cc1	0.7	7.7	-2.7	1.4	-9.2	-0.1	6.4	-1.3	1.6
CCC(c1nnc(SCC(=O)Nc2ccc(NC(C)=O)cc2)n1Cc1ccccc1)N(C)C (stereo unspecified)	-2.3	2.4	3.9	0.3	-5.7	0.3	3.3	5.0	5.3
O=C(CN(CCc1ccccc1)C(=O)CN1C(=O)COc2ccccc21)NCc1ccco1	4.2	-9.1	3.5	3.3	9.3	4.4	7.2	1.7	0.7
CC(OC(=O)/C(C#N)=C/c1ccc(N(C)C)cc1)C(=O)N(C)c1ccccc1 (stereo unspecified)	-8.6	10.8	-10.5	-10.8	-30.1	7.9	-21.9	-32.7	-26.0
O=C(Nc1ccccc1Cl)c1cc(S(=O)(=O)N2CCOCC2)cs1	5.9	5.9	3.8	1.8	-3.6	16.0	0.0	7.5	9.4
CCOc1ccc(/C(O)=C2/C(=O)C(=O)N(CC3CCCO3)C2c2ccc(C)o2)cc1 (stereo unspecified)	3.0	0.5	-0.3	-1.9	-7.3	9.0	1.9	0.2	3.4
COc1ccc(NS(=O)(=O)c2ccc(NS(C)(=O)=O)cc2)cc1	15.2	-2.5	2.9	-2.1	-3.0	-8.8	-2.2	-1.3	2.6
CCOc1cc(N2CCOCC2)c(OCC)cc1NC(C)C(=O)N1CCC(C)CC1 (stereo unspecified)	-1.2	3.5	-3.6	2.3	-11.2	6.2	-1.0	6.0	14.0
Cc1cccc(NC(=S)NC(C)CCc2ccccc2)c1 (stereo unspecified)	1.0	-0.6	5.3	-6.6	3.7	1.0	-4.5	-7.8	-1.5
C[C@@H](C(=O)Nc1ccc2c(c1)OCCO2)n1nnc2ccccc2c1=O	2.6	9.2	1.9	1.5	-1.2	-6.3	-9.7	1.6	9.5
O=S(=O)(NC1=NCCCCC1)c1ccc(F)cc1F	2.7	.	-0.2	.	-2.1	.	5.9	.	8.4
Further results:
SMILES	pPAFAH inh	ZTA counter	PAFAH1B2 inh	LYPLA1 counter	PAFAH2 FP inh	EBNA-1 inh	PREPL inh	LYPLA2 counter	PAFAH1B3 inh
CCCCOC(=O)Nc1nc(CC(=O)OCC)cs1	4.4	-0.3	-1.8	1.1	-5.2	10.4	-3.4	1.8	-0.8
CCC1(CC)NC(=O)N(CC(=O)Nc2ccc(C)cc2C)C1=O	0.8	.	1.6	.	0.6	.	17.0	.	4.0
Cn1c(-c2ccc(Cl)cc2)cnc1NCc1cc2c(cc1[N+](=O)[O-])OCO2	20.5	23.0	5.3	-0.4	5.4	15.5	31.6	50.7*	4.5
COc1ccccc1C(=O)NNC(=O)CN1C(=O)c2ccccc2C1=O	-0.8	0.8	-3.8	-4.7	2.8	-6.2	0.2	-4.7	-4.5
Cc1sc2ncnc(SC(C)C(=O)N3c4ccccc4Sc4ccccc43)c2c1C (stereo unspecified)	-4.2	1.8	-0.6	-3.1	-0.1	-8.8	0.2	1.9	-3.1
CC(C)(C)c1cc(C(=O)NNC(=O)Nc2ccccc2)n(Cc2ccccc2)n1	-0.6	14.5	7.5	-0.3	8.2	-3.3	15.4	1.1	1.4
O=C(NCCC(c1ccccc1)c1ccccc1)c1cnc2sccn2c1=O	-0.1	-0.6	7.4	-2.1	2.5	1.2	0.8	-3.4	6.8
O=C(NCc1ccccc1)C1=C[C@H](c2coc3ccccc3c2=O)C[C@H](OCCCCO)O1	1.2	-12.2	2.3	3.1	0.3	-1.0	14.4	0.2	12.2
CSc1nc(-c2ccccc2F)c(C#N)c(=O)n1C	4.3	-5.4	5.4	-2.2	-1.5	-7.2	2.5	-3.5	1.8
CC(C)CN=Cc1c(O)c([N+](=O)[O-])cc2oc3c(c12)CCCC3	21.6	-0.8	16.6	2.1	16.2	4.3	13.3	3.3	5.5
CSCC[C@H](NC(=O)NCc1ccc(F)cc1)C(=O)O	-1.3	-3.6	12.1	3.7	-6.0	-4.3	-4.1	5.0	6.4
CCCCn1c(SCC(=O)Nc2cc(C)on2)nc2ccccc2c1=O	4.5	7.7	-0.8	1.6	8.0	12.2	3.9	-1.0	8.6
CCC(=O)c1ccc(OCC(O)Cn2nc(C)c(C(C)=O)c2C)cc1 (stereo unspecified)	6.6	-18.2	1.1	-1.9	4.2	-3.4	-1.2	2.1	2.9
O=C(CN1CCN(c2ccc(O)cc2)CC1)Nc1ccc(-c2ccccc2)cc1	16.0	0.2	11.3	-5.8	1.0	-13.4	4.2	-0.1	4.6
COc1cc(OC)c(C2SCCCS2)cc1OC	6.6	17.6	1.0	0.2	-1.4	12.4	14.9	-1.5	-4.2

3 compounds drawn at random from the list so far, as already listed:
SMILES	pPAFAH inh	ZTA counter	PAFAH1B2 inh	LYPLA1 counter	PAFAH2 FP inh	EBNA-1 inh	PREPL inh	LYPLA2 counter	PAFAH1B3 inh
CCC1(CC)NC(=O)N(CC(=O)Nc2ccc(C)cc2C)C1=O	0.8	.	1.6	.	0.6	.	17.0	.	4.0
CC(C)CN=Cc1c(O)c([N+](=O)[O-])cc2oc3c(c12)CCCC3	21.6	-0.8	16.6	2.1	16.2	4.3	13.3	3.3	5.5
COc1cc(OC)c(C2SCCCS2)cc1OC	6.6	17.6	1.0	0.2	-1.4	12.4	14.9	-1.5	-4.2
